# Source: PubChem BioAssay
# PI4K2A block – blocks human PI4K2A kinase activity | Q9BTU6 | purified PI4K2A, ADP-Glo luminescence, 1 h; hits give low values | activity change, negative = inhibition, % at 76.9 µM | 0.13% of 420,000 active; in the data active = activity change below about -50%; inconclusive = mostly about -30% to -49%;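 note: -100% = wells without enzyme as full effect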
#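 PI4K2A activity was measured by ADP-Glo luminescence: enzyme (4 ug/mL stock) and phosphatidylinositol (1.2 mM stock) in Tris pH 7.5/MgCl2/EGTA/Triton X-100 buffer were reacted with ATP (300 microM stock) for one hour at ambient temperature.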
# USP1 inh – USP1/UAF1 (human) deubiquitinase inhibition. 0.23% of 390,000 active. Potency, µM (series often up to 57.1 µM), without a hit: at the top dose activity change, negative = inhibition, actives largely listed as inhibitors. O94782. recombinant USP1/UAF1, Ub-Rhodamine cleavage fluorescence; note: potency is the fitted concentration of half-maximal effect; % is set by controls: 0 for no effect and ±100 for the full control effect; nearly all actives have a fitted effect of over 60% in size; inactives centre near -12
# Target sequence (O94782 whole entry, looked up): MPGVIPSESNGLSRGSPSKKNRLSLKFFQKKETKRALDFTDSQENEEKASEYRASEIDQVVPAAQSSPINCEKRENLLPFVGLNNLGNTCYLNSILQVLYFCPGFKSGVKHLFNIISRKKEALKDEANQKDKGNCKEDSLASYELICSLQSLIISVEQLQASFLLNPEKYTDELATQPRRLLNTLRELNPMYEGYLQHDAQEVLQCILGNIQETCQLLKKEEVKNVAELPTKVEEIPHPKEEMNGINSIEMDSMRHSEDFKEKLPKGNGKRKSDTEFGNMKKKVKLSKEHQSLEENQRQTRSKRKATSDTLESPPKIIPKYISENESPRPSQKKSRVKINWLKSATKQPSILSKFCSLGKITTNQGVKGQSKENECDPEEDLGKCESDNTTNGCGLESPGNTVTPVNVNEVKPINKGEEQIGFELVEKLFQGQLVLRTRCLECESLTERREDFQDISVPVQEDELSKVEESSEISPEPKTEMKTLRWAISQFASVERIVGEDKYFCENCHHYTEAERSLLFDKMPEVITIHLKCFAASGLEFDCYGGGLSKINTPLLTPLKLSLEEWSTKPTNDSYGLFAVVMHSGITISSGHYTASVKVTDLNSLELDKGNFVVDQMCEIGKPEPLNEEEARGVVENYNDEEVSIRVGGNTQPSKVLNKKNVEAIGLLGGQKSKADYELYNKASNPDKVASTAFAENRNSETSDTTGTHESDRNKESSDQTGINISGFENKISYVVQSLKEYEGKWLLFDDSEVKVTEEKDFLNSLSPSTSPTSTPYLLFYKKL
#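 Step one: compound is pinned into 1nM USP1/UAF1 in HEPES pH 7.8 buffer with TCEP. Step two: 15 min room-temperature incubation. Step three: Ub-Rho (150nM final) starts cleavage, tracked by fluorescence over six one-minute reads.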
# mIDH1 inhibitor – inhibitors of human mutant IDH1 R132H; O75874; AID 602179; Potency, µM (series often up to 76.6 µM), for inactives: at the top dose activity change, negative = inhibition, usual class: inhibitors; IDH1-R132H enzyme, NADPH consumption, diaphorase/resazurin fluorescence; 0.093% of 390,000 active; note: potency is the fitted concentration of half-maximal effect; % is set by controls: 0 for no effect and ±100 for the full control effect; nearly all actives have a fitted effect of over 65% in size
#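 IDH1-R132H (0.5 ug/mL) preincubated 30 min with compound, then NADPH (0.016 mM) and alpha-KG (2 mM) added; 80 min at RT, pH 7.5. Remaining NADPH coupled via diaphorase/resazurin to fluorescence (540/590 nm); concentration-response curves normalized to no-enzyme control.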
# HP1b chromo inh – HP1-beta chromodomain-methylated histone interaction inhibition. AlphaScreen HP1-beta / biotin-H3K9me3 peptide binding. Potency, µM (doses to about 114 µM), for the others: at the top dose activity change, negative = inhibition, most hits filed as inhibitors. P83916. AID 540317. 0.56% of 390,000 active; note: potency is the fitted concentration of half-maximal effect; nearly all actives have a fitted effect of over 70% in size; inactives centre near 23
#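 AlphaScreen: HP1-beta (50 nM) preformed 30 min with biotin-H3(1-18)K9me3 peptide (50 nM) in PBS pH 7.4, 0.01% Tween-20. Compound added for 30 min at RT, then streptavidin donor/nickel chelate acceptor beads (10 ug/mL) for 30 min.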
# TrxR1 inh – inhibitors of rat thioredoxin reductase 1; recombinant rTrxR1, NADPH fluorescence consumption, selenite substrate; O89049; 1% of 390,000 active; Potency, µM (top dose mostly 114 µM), for the others: top-dose activity change, negative = inhibition, most hits filed as inhibitors; note: potency is the fitted concentration of half-maximal effect; % is set by controls: 0 for no effect and ±100 for the full control effect; nearly all actives have a fitted effect of over 65% in size
#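 Rat TrxR1 (90 nM in the dispensed reagent) was pre-reduced with 400 uM NADPH for 5 min at room temperature, then incubated with compound for 15 min. After 400 uM selenite was added, NADPH fluorescence (Ex 340/Em 450 nm) was followed for 8 min.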
# Pin1 inhibitor – blocks the human prolyl isomerase Pin1 | Pin1 FP peptide displacement, HiFluor488, 10 min | Q13526 | Potency, µM (series often up to 115 µM), without a hit: top-dose activity, negative = inhibition, hits mostly inhibitors | 0.009% of 390,000 active; active = well fitted inhibition curve with a large enough effect in the polarisation, with a control signal flat, not every such curve was filed as active; inconclusive = small, poorly fitted or top-dose-only effect, or effect the other way, or a change in a side signal; inactive = no such curve, though single readings can be large or run the other way; the % refers to the polarisation; note: potency is the fitted concentration of half-maximal effect; % is set by controls: 0 for no effect and ±100 for the full control effect
# Target sequence (Q13526 whole entry, looked up): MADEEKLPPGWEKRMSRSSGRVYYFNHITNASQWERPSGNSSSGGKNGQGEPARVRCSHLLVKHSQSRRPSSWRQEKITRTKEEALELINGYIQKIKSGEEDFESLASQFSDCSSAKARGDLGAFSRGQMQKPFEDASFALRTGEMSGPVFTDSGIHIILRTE
# TrxR1 substrate – rat thioredoxin reductase 1 substrate activity | 0.01% of 390,000 active | O89049 | Potency, µM (doses to about 114 µM), for the others: at the highest dose activity change, negative = substrate turnover | purified TrxR1 substrate turnover, NADPH consumption readout | AID 588456; note: potency is the fitted concentration of half-maximal effect; % is set by controls: 0 for no effect and ±100 for the full control effect; nearly all actives have a fitted effect of over 50% in size
#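 Rat TrxR1, dispensed at 90 nM, was prereduced with 400 uM NADPH (final) for 5 min at ~22 deg C, then incubated with compound 15 min before 400 uM selenite. A first-read NADPH fluorescence drop versus no-compound background flagged substrates.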
# Tb PGK inh – inhibitors of T. brucei phosphoglycerate kinase; 0.043% of 380,000 active; PGK/GAPDH coupled, Kinase-Glo luminescence, 60 min; P07378; Potency, µM (series often up to 57.5 µM), for inactives: top-dose activity change, negative = inhibition, usual class: inhibitors; note: potency is the fitted concentration of half-maximal effect; % is set by controls: 0 for no effect and ±100 for the full control effect; nearly all actives have a fitted effect of over 60% in size
#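 Recombinant glycosomal PGK reaction used 1,3-bisphosphoglycerate generated in-well by GAPDH (100nM final) in 100mM TEA pH 7.6, 5mM MgCl2, 0.01% Tween-20. After 60 minutes at room temperature, ATP was read by Kinase-Glo Plus luminescence end-point.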
# GLS inhibitor – blocks human kidney-isoform glutaminase activity; GLS enzymatic activity, qHTS titration; Potency, µM (series often up to 45.5 µM), without a hit: at the top dose activity change, negative = inhibition, hits mostly inhibitors; O94925; 0.21% of 410,000 active; AID 624170; note: potency is the fitted concentration of half-maximal effect; % is set by controls: 0 for no effect and ±100 for the full control effect
#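 hKGA; 45 mM KH2PO4 pH 8.2 + 0.02% Tween-20; cpd via pin tool; 1 mM Gln soln; GluOx/HRP/Amplex Red; RT 30 min; fluor. t0 & final.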
# Starred values were filed as active, the others as inactive; i = inactive; ? = inconclusive; · = not tested or not shown; [ ] = remark or other dose. Unless noted, calls come from the whole dose curve; as a rule, active = well fitted curve in the direction sought with a large enough effect; inconclusive = small, poorly fitted or top-dose-only effect, or another doubt; inactive = no such curve, though single readings can be large; an effect the other way counts as inactive or inconclusive.
compound	PI4K2A block	USP1 inh	mIDH1 inhibitor	HP1b chromo inh	TrxR1 inh	Pin1 inhibitor	TrxR1 substrate	Tb PGK inh	GLS inhibitor
COc1ccc(C(=O)C2CCCN(Cc3c(O)cccc3OC)C2)cc1OC (centres undefined)	-8	-18%	11%	43%[activator]	27%	-12%	8%	-6%	4%
COc1ccc([N+](=O)[O-])cc1NC(=O)CCC(=O)c1cccs1	4	-5%	3%	21%	7%[57.1 µM]	0%	-5%[57.1 µM]	2%	17%
CC(=O)c1ccc(NC(=O)CNCc2cccs2)cc1	-3	-8%	1%	?	4%	-4%	1%	·	0%
CC(C)CCN(C(=O)C1=COCCO1)c1c(N)n(Cc2ccccc2)c(=O)[nH]c1=O	-5	0%	3%	18%	22%[11.4 µM]	-1%	15%[57.1 µM]	-5%	-1%
Cc1ccc2c(CC(=O)Nc3ccc(N4CCN(C)CC4)cc3C)coc2c1	0	-27%	0%	7%	-3%	10%	-6%	4%	6%
O=C(NC(=S)Nc1cccc([N+](=O)[O-])c1)c1ccco1	-1	-3%	2%	30%	-11%[57.1 µM]	-1%	-1%[57.1 µM]	-2%	2%
CCc1ccc(N2CN=c3s/c(=C\c4ccccc4)c(=O)n3C2)cc1	2	-20%	-1%	18%	9%[57.1 µM]	-8%	7%[57.1 µM]	-9%	5%
Cc1cccc(N(C(=O)c2snc(C(N)=O)c2N)C(C(=O)NC2CCCC2)c2ccncc2)c1 (centres undefined)	-3	-19%	-4%	17%	11%[57.1 µM]	7%	8%[57.1 µM]	i	-7%
CC(OC(=O)c1cccc(NS(C)(=O)=O)c1)C(=O)Nc1ccc2c(c1)OCO2 (centres undefined)	1	-4%	5%	26%	-14%	-7%	-12%	-7%	-1%
CC(OC(=O)c1n[nH]c2ccccc12)C(=O)Nc1ccccc1[N+](=O)[O-] (centres undefined)	-1	-3%	2%	?	-4%	-8%	-7%	0%	14%
O=C(Nc1ccccc1[N+](=O)[O-])c1cccc(N2C(=O)CCC2=O)c1	-1	3%	-5%	12%	-3%	-1%	-5%	-4%	0%
CCS(=O)(=O)C1=NSC2=NC(=O)/C(=C\c3ccc(OS(=O)(=O)c4ccccc4)cc3)C(=N)N21	-2	-7%	-10%	-8%[57 µM]	-23%	1%	-15%	-8%	1%
CC(C)Oc1ccc(S(=O)(=O)N2CCCCC2)cc1NC(=O)C1=COCCO1	6	-13%	9%	0%	-2%	?	-8%	5%	4%
Cc1ccc(S(=O)(=O)c2c(N)n(NC(=O)C3CC3)c3nc4ccccc4nc23)cc1	-3	-4%	-4%	31%[activator]	-27%	2%	413%[activator]	-1%	-5%
O=C(c1ccco1)N1CCN(C(=O)c2cc(-c3ccccn3)nc3ccc(Cl)cc23)CC1	-3	-15%	-1%	-15%	?	-5%	11%[57.1 µM]	-1%	28%
CCOC(=O)c1ccc(NC2c3ccccc3C(=O)N2c2ccccn2)cc1 (centres undefined)	-6	-8%	9%	15%	16%[57.1 µM]	-7%	8%[57.1 µM]	-9%	3%
O=C(O)CCC(=O)Nc1cccc(C(=O)Nc2cccc(Cl)c2)c1	-6	5%	-3%	32%	-9%[57.1 µM]	5%	1%[57.1 µM]	1%	5%
COc1ccc(N2CCN(CCNC(=O)C3CCN(S(=O)(=O)c4cccs4)CC3)CC2)cc1	4	2%	-6%	6%	-13%[57.1 µM]	1%	-1%[57.1 µM]	1%	18%
O=C(Cn1c(NCCO)nc2ccccc21)c1ccc(F)cc1	1	-21%	-2%	37%	26%[2.29 µM]	-7%	2%	-2%	-8%
COc1ccc(C2NC(=O)NC(C)=C2[N+](=O)[O-])cc1 (centres undefined)	-7	-12%	-1%	20%	-4%	-7%	-2%	2%	3%
O=C1Nc2ccccc2C(O)(C(=O)NCc2ccco2)N1c1ccc(Cl)cc1 (centres undefined)	2	-13%	3%	17%	14%	0%	5%	-13%	-12%
O=C(COCC(=O)Nc1cccc(C(F)(F)F)c1)Nc1cccc(C(F)(F)F)c1	-8	-16%	1%	36%	2%[57.1 µM]	2%	-9%[57.1 µM]	8%	-7%
COc1ccccc1CNS(=O)(=O)c1c(C(=O)N2CCCC2)c(C)n(C)c1C	1	-12%	-1%	13%[57 µM]	13%	0%	4%	-6%	-1%
Cc1sc2nc(C3CC3)nc(N3CCN(C(=O)c4ccc(F)cc4)CC3)c2c1C	6	-15%	-5%	8%	28%	10%	4%	i	-2%
CC(=O)Nc1ccc(C(=O)Nc2ccc3c(c2)N(C2CCCC2)C(=O)c2ccccc2S3)cc1	3	-7%	-7%	1%	-5%[57.1 µM]	10%	-12%[57.1 µM]	i	2%
COc1ccc(N2CCOCC2)c(NC(=O)COc2cccc(C)c2C)c1	1	-13%	4%	18%	-10%	-2%	-16%	i	-1%
Cc1nc2ccn(Cc3cccs3)c(=O)c2cc1C(=O)N1CCN(c2ccccc2F)CC1	-13	14%	6%	7%	1%[57.1 µM]	-13%	3%[57.1 µM]	i	-10%
CCCCCn1c(=O)[nH]c2cc(C(=O)NCCN(CC)CC)ccc2c1=O	2	-26%	3%	42%[activator]	-17%	2%	16%	1%	-29%
CNC(=S)NC1CC2CCC(C1)N2Cc1ccccc1 (centres undefined)	1	-13%	8%	11%	-6%	-14%	6%	-8%	-13%
Cc1cccc(NC(=O)CN2CCN(C(=O)CN3C(=O)NC4(CCCCC4C)C3=O)CC2)c1C (centres undefined)	2	-13%	11%	35%	20%	-3%	-1%	i	-1%
O=C(CN1CCCCC1)Nc1cc(S(=O)(=O)N2CCOCC2)ccc1N1CCCC1	-3	-7%	2%	21%	5%	2%	-4%	0%	-9%
CCN1CCc2nc3sc(C(=O)c4ccccc4)c(N)c3cc2C1	2	-23%	11%	0%	23%	?	0%	3%	-2%
Cc1n[nH]c(C)c1S(=O)(=O)N(CC(=O)NC1CCCC1)c1ccc(C(C)C)cc1	-5	-13%	3%	49%[activator]	2%	?	1%	1%	-5%
COc1ccc(S(=O)(=O)N(C)C)cc1NC(=O)Cc1ccc(S(=O)(=O)N2CCOCC2)s1	3	1%	-6%	18%	1%	11%	-10%	-1%	1%
O=C(CSc1nnc2c(n1)[nH]c1ccccc12)NCc1ccccc1F	-2	-7%	0%	26%	18%[57.1 µM]	23%	-8%	-7%	25%
CC(Oc1ccc(Cl)cc1)C(=O)Nc1sccc1C(N)=O (centres undefined)	-4	?	4%	13%	20%[57.1 µM]	?	7%[57.1 µM]	-4%	3%
CCCC(C)NC(=O)COc1ccc(S(=O)(=O)N2CCCC2)cc1 (centres undefined)	-1	-11%	0%	35%	4%	3%	5%	-9%	-5%
CCOC(=O)c1ccc2c(c1)NCc1cccc(OC)c1O2	4	-11%	-5%	27%	14%	?	6%[57.1 µM]	-3%	1%
NS(=O)(=O)c1ccc(CCNC(=S)Nc2ccccc2)cc1	2	-10%	4%	20%	-21%	3%	-8%	3%	19%
COc1cccc(C2c3c(-c4ccccc4O)n[nH]c3C(=O)N2Cc2cccnc2)c1 (centres undefined)	-1	?	-16%	46%[activator]	13%	-6%	-3%	i	13%
Cc1ccc(S(=O)(=O)CCC(=O)N2CCN(c3nc4c(C)c(C)ccc4s3)CC2)cc1	-1	-4%	-7%	7%	2%[57.1 µM]	-7%	-8%[57.1 µM]	4%	0%
Cc1cc(C)c2sc(N(CCCN(C)C)C(=O)c3ccc(S(=O)(=O)N(C)C4CCCCC4)cc3)nc2c1	1	-5%	2%	?	-16%	2%	3%	7%	4%
Cc1ccc2c(CC(=O)N3CCN(S(=O)(=O)c4cccs4)CC3)coc2c1	4	-14%	2%	29%	15%[57.1 µM]	18%	5%[57.1 µM]	-7%	-1%
CCOC(=O)c1cnc2ccc(OCC)cc2c1N1CCN(c2ccccc2OC)CC1	-5	-17%	0%	22%	-7%	11%	-9%	2%	4%
CCC(=O)N1CCc2cc(Br)cc(S(=O)(=O)N3CCCC(C(=O)N(C)c4ccc(Br)cc4)C3)c21 (centres undefined)	1	-9%	-1%	22%	3%	20%	-5%	8%	8%
Cc1ccc(NC(=O)C2CC(=O)N/C(=N/N=C/c3ccco3)S2)cc1C (centres undefined)	5	-15%	-2%	15%	-2%	5%	-3%	-2%	2%
COCc1cc(C)nc2sc(C(=O)Nc3ccccc3F)c(N)c12	-4	-29%	0%	100%[activator]	12%	2%	6%	i	11%
COc1cc(/C=N/Nc2ccc([N+](=O)[O-])cc2S(=O)(=O)N2CCOCC2)cc(OC)c1OC	-5	-10%	6%	51%[activator]	-10%[57.1 µM]	0%	-5%[57.1 µM]	3%	-7%
COc1ccc(-c2cn3c(C)c(C(=O)Nc4cccc(C)n4)sc3n2)cc1	2	-5%	5%	4%	9%[57.1 µM]	44%[activator]	2%[57.1 µM]	-6%	3%

# Compound profiles, as listed above. Values in the order: PI4K2A block, USP1 inh, mIDH1 inhibitor, HP1b chromo inh, TrxR1 inh, Pin1 inhibitor, TrxR1 substrate, Tb PGK inh, GLS inhibitor
# Cc1cccc(NC(=O)CN2CCN(C(=O)CN3C(=O)NC4(CCCCC4C)C3=O)CC2)c1C (centres undefined) is listed with 2, -13%, 11%, 35%, 20%, -3%, -1%, i, -1%
# CC(C)Oc1ccc(S(=O)(=O)N2CCCCC2)cc1NC(=O)C1=COCCO1 is listed with 6, -13%, 9%, 0%, -2%, ?, -8%, 5%, 4%

# This is a subset (hit frequency here may not be typical).
